From PubChem BioAssay
TMEM16A act: TMEM16A chloride channel activators or potentiators, primary screen, cell-based, HTS | Anoctamin-1 (Mus musculus), Q8BHY3 | HEK293 TMEM16A/YFP-H148Q/I152L, iodide quench fluorescence; stronger effect = lower value | B-score at 10 µM | 340,000 compounds, 0.3% hits | AID 623877, 2012;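 active means fluorescence-ratio B-score plate-corrected deviation score at least 3 library SD below zero, with starting fluorescence score within 5 deviations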;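 further: channel opened by trigger with iodide after compound preincubation; score built on the fluorescence ratio of max minus min over baseline; more negative score means more quench and so TMEM16A activation or potentiation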
HDAC3 inh: HDAC3 deacetylase inhibitors, primary screen, biochemical, fluorescence, cell-free homogeneous; 320,000 compounds, 0.15% hits; inhibition, % at 8.3 µM; recombinant HDAC3, fluorogenic peptide/trypsin coupled; Histone deacetylase 3 (Homo sapiens), O15379; AID 2718, 2010; in the data active means inhibition above about 26%, passing the limit was not always enough
MrgX1 antag: antagonists of human MrgX1 receptor, primary screen, HEK293 cells, Fluo-4 calcium flux | B-score at 10 µM | 310,000 compounds, 1.3% hits | AID 588676, 2011 | BAM8-22 antagonism; stronger effect = lower value;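 active means calcium-response B-score plate-corrected more than 3 library SD below zero, starting fluorescence within 5 deviations, no agonist response on first addition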;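 further: peak minus trough fluorescence over baseline after final BAM8-22 challenge near maximal dose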
TRPC6 inhibitor: mouse TRPC6 channel inhibitors, primary screen, cell-based, HEK293, membrane potential dye; B-score at 10 µM; ACh-evoked depolarization; stronger effect = lower value; 310,000 compounds, 1.1% hits; AID 2553, 2010; Short transient receptor potential channel 6 (Mus musculus), Q61143;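 active means B-score under library mean minus 3 SD, initial fluorescence not abnormally high, positive integrated signal ratio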;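 further: B-score derived from integrated fluorescence ratio over the kinetic read; more negative B-score means stronger inhibition of depolarization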
Target sequence (Q61143 whole entry, looked up): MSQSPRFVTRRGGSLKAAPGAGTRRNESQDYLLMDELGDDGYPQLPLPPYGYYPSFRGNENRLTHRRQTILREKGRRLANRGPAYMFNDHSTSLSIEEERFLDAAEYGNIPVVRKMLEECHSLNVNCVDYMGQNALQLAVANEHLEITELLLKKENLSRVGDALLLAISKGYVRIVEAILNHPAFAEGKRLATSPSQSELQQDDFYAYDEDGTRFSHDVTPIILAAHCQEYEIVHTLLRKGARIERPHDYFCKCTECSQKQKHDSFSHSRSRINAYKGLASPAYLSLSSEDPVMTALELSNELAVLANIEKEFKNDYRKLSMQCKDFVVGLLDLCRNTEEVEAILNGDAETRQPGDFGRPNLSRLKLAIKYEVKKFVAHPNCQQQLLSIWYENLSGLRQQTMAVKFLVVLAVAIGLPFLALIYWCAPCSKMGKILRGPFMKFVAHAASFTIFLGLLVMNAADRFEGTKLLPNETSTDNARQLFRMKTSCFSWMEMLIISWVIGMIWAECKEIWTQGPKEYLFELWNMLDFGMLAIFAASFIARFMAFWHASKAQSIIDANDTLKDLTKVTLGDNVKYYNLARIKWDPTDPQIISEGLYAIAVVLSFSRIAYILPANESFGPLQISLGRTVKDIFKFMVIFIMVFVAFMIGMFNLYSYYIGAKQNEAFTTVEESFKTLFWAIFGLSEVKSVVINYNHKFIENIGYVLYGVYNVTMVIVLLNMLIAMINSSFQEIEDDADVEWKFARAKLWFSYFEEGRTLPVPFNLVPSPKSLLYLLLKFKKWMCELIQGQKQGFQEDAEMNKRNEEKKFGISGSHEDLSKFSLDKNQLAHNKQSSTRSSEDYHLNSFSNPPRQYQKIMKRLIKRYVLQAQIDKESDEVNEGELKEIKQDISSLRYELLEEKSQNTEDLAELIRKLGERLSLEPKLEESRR
RGS4 block: RGS4 inhibitors, primary screen, cell-based, HEK293 M3R inducible RGS4, calcium flux | 310,000 compounds, 0.45% hits | B-score at 10 µM | Fluo-4 calcium flux; stronger effect = higher value; triggered by carbachol at its EC20;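 active means B-score, a plate-corrected calcium signal, over three deviations above library mean, with baseline fluorescence within five deviations of library mean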;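 further: RGS4 expression induced by doxycycline in cells with stable M3 receptor; B-score is computed from the integrated fluorescence ratio over baseline after carbachol; higher B-score means a larger calcium signal and so more RGS4 inhibition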
Target sequence (P49798 whole entry, looked up): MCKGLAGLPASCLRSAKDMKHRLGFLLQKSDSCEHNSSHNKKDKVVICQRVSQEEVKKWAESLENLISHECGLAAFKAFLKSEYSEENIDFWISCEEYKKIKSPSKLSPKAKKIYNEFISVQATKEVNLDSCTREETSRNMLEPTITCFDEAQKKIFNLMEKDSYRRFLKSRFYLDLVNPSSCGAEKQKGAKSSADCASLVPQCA
RGS4 act: RGS4 potentiators or activators, primary screen, cell-based, HEK293 M3R inducible RGS4, calcium flux; carbachol calcium flux Fluo4; stronger effect = lower value; B-score at 10 µM; 310,000 compounds, 0.92% hits;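 active means B-score of the integrated calcium signal more than 4 SD below the library mean, with starting fluorescence not abnormally high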;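 further: negative B-score means reduced calcium response which marks RGS4 activation or potentiation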
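Assay system: HEK293 FlpIn-TREx cells, stable M3R, doxycycline-inducible RGS4 / Probe or stimulus: carbachol, ECmax concentration / Times: overnight RGS4 induction, 30 min dye load 37 °C, 20 min compound RT / Signal: kinetic calcium fluorescence imaging with Fluo4-AM dye, 2 µM / Measure: Agonist-evoked peak-minus-minimum fluorescence over baseline, integrated ratio, B score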
SKKanGAS inh: S. pyogenes SKKanGAS growth inhibitors in kanamycin, primary screen, streptokinase expression inhibitor project, SKKanGAS strain, BacTiter-Glo luminescence; inhibition, % at 7.5 µM; 300,000 compounds, 1.3% hits; 6 h; AID 1662, 2009;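 active means mean replicate score, as percent of positive control median, at least 50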;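 further: strain carries kanamycin resistance gene driven by streptokinase promoter and grows in 40 µg/ml kanamycin; loss of luminescence reflects streptokinase promoter inhibition or plain growth inhibition; 0% = median of DMSO wells and 100% = positive control at its reference dose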
MrgX1 ag: agonists of human MrgX1 receptor, primary screen, HEK293 cells, Fluo-4 calcium flux | 310,000 compounds, 0.44% hits | B-score at 10 µM | Fluo-4 calcium fluorescence, agonist mode; stronger effect = higher value | Mas-related G-protein coupled receptor member X1 (Homo sapiens), Q96LB2;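 active means calcium response B-score plate-corrected fluorescence ratio at least 3 library SD, with starting fluorescence B-score inside 5 SD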
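System – MrgX1-expressing HEK293 cells · Incubation – cells plated overnight, dye loaded 0.5 h 37 °C, 0.5 h room temperature · Technique – kinetic Fluo-4 NW fluorescence of intracellular calcium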
TRPC6 activator: mouse TRPC6 channel activators, primary screen, cell-based, HEK293, membrane potential dye; Short transient receptor potential channel 6 (Mus musculus), Q61143; HEK293-TRPC6 membrane potential dye fluorescence; stronger effect = higher value; B-score at 10 µM; 310,000 compounds, 0.13% hits; AID 2550, 2010;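 active means B-score of the integrated fluorescence ratio above library mean plus 3 SD, and starting fluorescence ratio within library mean plus 5 SD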;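 further: higher score means more depolarization so channel activation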
MrgX1 PAM: positive allosteric modulators of MrgX1, primary screen, HEK293 cells, Fluo-4 calcium flux | FDSS; stronger effect = higher value | B-score at 10 µM | 310,000 compounds, 0.63% hits;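 active means plate-corrected calcium response at least 3 library SD above typical, normal starting fluorescence, not activating the receptor alone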;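 further: compound read alongside a low EC10 to EC30 dose of BAM8-22 agonist; peak minus trough fluorescence over baseline measured at the second addition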
TMEM16A inh: TMEM16A chloride channel inhibitors, primary screen, cell-based, HTS; Anoctamin-1 (Mus musculus), Q8BHY3; HEK293 TMEM16A/YFP iodide influx fluorescence, ionomycin; normalized B-score (activity score, 25-100; higher = stronger inhibition) at 10 µM; 310,000 compounds, 1.2% hits; AID 588511, 2011;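 active means ratio plate-corrected score three or more library SD toward inhibition, starting fluorescence score within five deviations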;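 further: score derived from kinetic fluorescence span divided by baseline fluorescence per well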
* = called active by the depositor; i = inactive; / = no result given.

SMILES	TMEM16A act	HDAC3 inh	MrgX1 antag	TRPC6 inhibitor	RGS4 block	RGS4 act	SKKanGAS inh	MrgX1 ag	TRPC6 activator	MrgX1 PAM	TMEM16A inh
COC(=O)CNC(=O)COC(=O)/C=C/c1ccc2ccccc2n1	i	4.7	i	i	i	i	-3.4	i	i	i	i
CC(C)NC(=O)C1COc2ccccc2O1 (centres undefined)	i	-5.3	i	i	i	i	-8.4	i	i	i	i
COC(=O)c1cnc(SCc2ccc(Cl)cc2)n1C	i	3.6	i	i	i	i	0.9	i	i	i	i
C=CCNC(=S)NNC(=O)COc1c(Cl)cc(Cl)cc1Cl	i	4.5	i	i	i	i	6.8	i	i	i	i
CN1CCN(Cc2nc3ccccc3c(=O)n2Cc2nc(-c3ccccc3F)cs2)CC1	i	-3.7	i	i	i	i	1.4	i	i	i	i
Cc1ccc(OCC(=O)Nc2ccc(N3CCN(C(=O)c4ccco4)CC3)cc2)cc1	i	8.6	i	i	i	i	-3.7	i	i	i	i
COc1ccc(CC(=O)NC(c2ccccc2)c2ccccc2)cc1S(=O)(=O)N1CCOCC1	i	0.6	i	i	i	i	3.3	i	i	i	i
CCOCCCNCc1cc(Br)ccc1OCC	i	-6.4	i	i	i	i	-8.0	i	i	i	i
O=C(CSc1nc2ccccc2[nH]1)c1ccccc1F	i	-3.0	i	i	i	i	-6.7	i	i	i	i
O=C(N1CCN(c2ncccn2)CC1)C12CC3CC(CC(C3)C1)C2	i	2.1	i	i	i	i	-1.1	i	i	i	i
O=C(Nc1ccc(F)c(F)c1)c1cnc(-c2ccccc2)nc1-c1ccccc1	i	-5.3	i	i	i	i	10.6	i	i	i	i
COc1ccc(-c2cc(C(=O)N/N=C(\C)c3cccnc3)c3ccccc3n2)cc1	i	-0.3	i	i	i	i	12.0	i	i	i	i
Cn1c(SCC(=O)Nc2cccc(C(=O)O)c2)nnc1-c1cc2cc(Br)ccc2o1	i	2.7	i	i	i	i	7.5	i	i	i	i
CC12CCC(=O)N1C(C(=O)Nc1ccc(F)c(Cl)c1)CS2 (centres undefined)	i	-7.0	i	i	i	i	-0.2	i	i	i	i
CCOC(=O)N=Nc1c(O)n(Cc2ccccc2)c2ccccc12	i	8.5	i	i	i	i	2.6	i	i	i	i
CCCSC1=C(C#N)C(c2ccc(Cl)cc2Cl)CC(=O)N1 (centres undefined)	i	-4.1	i	i	i	i	-0.7	i	i	i	i
CCn1cc(C(=O)NCc2ccco2)c(=O)c2cc(S(=O)(=O)N3CCCC3)ccc21	i	5.0	i	i	i	i	-2.9	i	i	i	i
CC(=O)c1sc(Nc2cccc(C)c2)nc1C	i	3.6	i	i	i	i	8.3	i	i	i	i
CC1CCc2nc(NC(=O)c3ccco3)sc2C1 (centres undefined)	i	3.6	i	i	i	i	6.7	i	i	i	i
Cc1cccc(NC(=O)COC(=O)CCc2ccc(S(=O)(=O)N3CCOCC3)cc2)c1C	i	-1.4	i	i	i	i	4.1	i	i	i	i
CCOc1ccc(N2C(=O)CC(S/C(N)=N/N=C/c3cccs3)C2=O)cc1 (centres undefined)	i	2.8	i	i	i	i	-3.2	i	i	i	i
Cc1cc(OCC(=O)Nc2cnn(CCCC(=O)O)c2)ccc1Cl	i	10.9	i	i	i	i	2.1	i	i	i	i
Cc1ccc(S(=O)(=O)N2CCN(S(=O)(=O)N3CCOCC3)CC2)c(C)c1	i	-1.3	i	i	i	i	-0.3	i	i	i	i
CC(=O)c1c(C)[nH]c(C(=O)OCC(=O)Nc2sc3c(c2C#N)CCCC3)c1C	i	3.4	i	i	i	i	35.5	i	i	i	i
COCCN1C(=O)N(c2ccccc2)C(=O)C1CC(=O)Nc1cc(OC)cc(OC)c1 (centres undefined)	i	-2.6	i	i	i	i	-0.3	i	i	i	i
CCn1c(C)nc2cc(C(=O)NNC(=O)c3ccc(Cl)nc3)ccc21	i	7.4	i	i	i	i	11.3	i	i	i	i
Cc1sc2ncn(CC(=O)NCC(=O)N3CCN(c4ccc(F)cc4)CC3)c(=O)c2c1C	i	-4.3	i	i	i	i	2.4	i	i	i	i
CCc1c(C)[nH]c2c(C)cccc2c1=O	i	6.7	i	i	i	i	0.0	i	i	i	i
CCN1CCN(CCCNC(=O)c2cc3c(=O)[nH]c4ccccc4c3s2)CC1	i	-31.9	i	i	i	i	-13.7	i	i	i	i
Cc1ccc(C)c(NC(=S)NNC(=O)c2csc3c2CCCC3)c1	i	/	i	i	i	i	-0.5	i	i	i	i
COc1ccc(/C=N/NC(=O)c2ccc(=O)n(C)c2)cc1OC	i	13.4	i	i	i	i	3.7	i	i	i	i
CC(CNC(=O)c1cncc(O)c1)NC(=O)c1cncc(O)c1 (centres undefined)	i	-3.2	i	i	i	i	-9.1	i	i	i	i
O=C(O)[C@H](Cc1ccccc1)NC(=O)N1CCN(c2ccc(F)cc2)CC1	i	0.1	i	i	i	i	-5.4	i	i	i	i
CC(=O)c1ccc(NC(=S)Nc2ccc(Br)c(Cl)c2)cc1	i	14.2	i	i	i	i	94.6*	i	i	i	i
O=C(COC(=O)CNC(=O)c1cccc([N+](=O)[O-])c1)Nc1cccc(S(=O)(=O)N2CCCC2)c1	i	-11.6	i	i	i	i	-2.9	i	i	i	i
COc1cccc(C(=O)NCC2(c3ccc(OC)c(OC)c3)CCCC2)c1	i	-3.0	i	i	i	i	-2.5	i	i	i	i
COc1cccc(NC(=O)c2c(C)cc(C)cc2CC(C)(C)C(=O)O)c1	i	7.3	i	i	i	i	-8.5	i	i	i	i
CCOc1ccc(N(CC(=O)NC2CCCCC2)C(=O)CCC(=O)Nc2nc(C)cs2)cc1	i	2.6	i	i	i	i	-4.9	i	i	i	i
CSc1ccc(CCNC(=O)CCc2nnc3ccc(N4CCOCC4)nn23)cc1	i	2.7	i	i	i	i	-3.7	i	i	i	i
COCCC(=O)N1CCc2ccc(NC(=O)c3ccc(C(F)(F)F)cc3)cc2C1	i	9.2	i	i	i	i	1.2	i	i	i	i
CCOC(=O)C1(C)/C(=N/Nc2ccc(Cl)cc2)C(=O)C(=O)N1c1ccccc1 (centres undefined)	i	12.6	i	i	i	i	6.7	i	i	i	i
COc1ccc(C(=O)NC2CCCc3c2cnn3-c2cc(F)cc(F)c2)c(OC)c1OC (centres undefined)	i	-4.9	i	i	i	i	7.6	i	i	i	i
CCOc1ccc(Br)cc1S(=O)(=O)NCCN(C)C	i	1.3	i	i	i	i	4.7	i	i	i	i
CCOc1ccc(CNC(=S)NCc2ccc(OCC)cc2)cc1	i	12.1	i	i	i	i	2.0	i	i	i	i
CC(=O)N1C(Nc2ccc(Cl)cc2)CCN1c1ccccc1 (centres undefined)	i	7.9	i	i	i	i	0.7	i	i	i	i
CCOC(=O)c1cnc(-n2nc(C)cc2C)nc1NC(C)c1ccccc1 (centres undefined)	i	1.7	i	i	i	i	107.4*	i	i	i	i
Cc1cccc(NC(=S)NN2CCN(C)CC2)c1C	i	3.5	i	i	i	i	-0.3	i	i	i	i
COc1ccc(S(=O)(=O)N2CCCCC2)cc1NC(=O)Cc1sc(C)nc1-c1ccc(F)cc1	i	/	i	i	i	i	7.3	i	i	i	i
O=C(COC(=O)C1CC1)Nc1c(Cl)cccc1C(F)(F)F	i	1.3	i	i	i	i	-6.9	i	i	i	i
Cc1ccc(NC(=O)CN2CCC(NC(=O)c3ccccc3F)CC2)cc1C	i	7.1	i	i	i	i	1.2	i	i	i	i
O=C(NC(=S)NCc1ccccc1)c1cccc([N+](=O)[O-])c1	i	-0.8	i	i	i	i	10.8	i	i	i	i
CN(C)CCNC(=S)Nc1ccccc1C(C)(C)C	i	-3.5	i	i	i	i	-4.7	i	i	i	i
O=S(=O)(c1cnc[nH]1)N1CCN(c2ccc(F)cc2)CC1	i	-1.8	i	i	i	i	-7.9	i	i	i	i
CCOC(=O)c1ccc2c(c1)nc(COc1ccc(OC)cc1)n2CC	i	/	i	i	i	i	-2.2	i	i	i	i
COC(=O)CN1C(=S)N(c2ccc(F)cc2)C(=O)C1CC(=O)Nc1ccc(F)cc1 (centres undefined)	i	8.8	i	i	i	i	-15.0	i	i	i	i
CCN(CC)S(=O)(=O)c1ccc(/C(O)=C2/C(=O)C(=O)N(CCOC)C2c2ccccc2)cc1 (centres undefined)	i	3.6	i	i	i	i	1.6	i	i	i	i
Cc1cc(NC(=O)c2noc3c2CCCCC3)nn1Cc1ccc(Cl)cc1	i	2.5	i	i	i	i	-4.0	i	i	i	i
CCc1cccc(C)c1N(C(=O)Cn1c(COC)nc2ccccc21)C(C)COC (centres undefined)	i	-4.0	i	i	i	i	-6.3	i	i	i	i
Cc1oc(-c2cccc(Br)c2)[n+]([O-])c1C	i	-0.4	i	i	i	i	10.8	i	i	i	i
O=C(Nc1ccc(F)cc1)/C(=C1/CCCCCN1)[N+](=O)[O-]	i	-2.8	i	i	i	i	2.4	i	i	i	i
The list continues.
SMILES	TMEM16A act	HDAC3 inh	MrgX1 antag	TRPC6 inhibitor	RGS4 block	RGS4 act	SKKanGAS inh	MrgX1 ag	TRPC6 activator	MrgX1 PAM	TMEM16A inh
CCCn1c(=O)c(C(=O)NCCCc2ccccc2)c(O)c2ccccc21	i	-1.1	i	i	i	i	29.6	i	i	6.76*	i
CCN(CC#CCC(O)(c1ccccc1)c1ccccc1)C(C)C	i	-3.8	i	i	i	-8.33*	0.2	i	i	i	i
C=CCn1c(SCC(=O)O)nnc1-c1cccs1	i	-10.8	i	i	i	i	8.4	i	i	i	i
Cc1ccc(Nc2ccc(C(=O)N3CCCC3)cn2)c(C)c1	i	5.2	i	i	i	i	2.8	i	i	i	i
N#C/C(=C/c1cccc(C(F)(F)F)c1)c1nc(CCN2C(=O)c3ccccc3C2=O)cs1	i	-4.1	i	i	i	i	-8.6	i	i	i	i
